# Compound activity (PubChem)
# PAD4 FP inh = human PAD4 inhibitors, primary screen, biochemical, fluorescence polarization, 1536-well format | inhibition, % at 6.36 µM | hit rate 0.41% among 330,000 | recombinant PAD4, RCA probe fluorescence polarization;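 active means percent inhibition above a cutoff equal to the mean of all tested compounds plus 3 SD, cut at about 15% in these data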;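 further: 0% = PAD4 with RCA probe and DMSO and 100% = probe without PAD4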
# PAFAH2 inh = PAFAH2 enzyme inhibitors, primary screen, biochemical, fluorescence polarization, human | Platelet-activating factor acetylhydrolase 2, cytoplasmic (Homo sapiens), Q99487 | recombinant PAFAH2, FP-rhodamine activity probe | inhibition, % at 3.39 µM | hit rate 0.99% among 340,000 | AID 492956, 2010;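 active means inhibition above the mean over all tested compounds plus 3 SD, cut at about 30% in these data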;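 further: inhibitors block probe labeling of enzyme so polarization drops; 0% = enzyme with DMSO and 100% = wells lacking PAFAH2 protein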
# GSTO1 inh = inhibitors of recombinant GSTO1, primary screen, counter-screen for RBBP9 inhibitor project, biochemical, fluorescence polarization. AID 1974, 2009. hit rate 1.1% among 300,000. activity-based probe fluorescence polarization. inhibition, % at 5.96 µM. Glutathione S-transferase omega-1 (Homo sapiens), P78417;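 active means inhibition above the campaign mean inhibition plus 3 SD, cut at about 35% in these data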;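 further: 0% = GSTO1-1 with DMSO and 100% = wells lacking GSTO1-1 enzyme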
# pPAFAH inh = pPAFAH enzyme inhibitors, primary screen, biochemical, fluorescence polarization, human; Platelet-activating factor acetylhydrolase (Homo sapiens), Q13093; recombinant pPAFAH, FP-rhodamine probe fluorescence polarization; inhibition, % at 3.39 µM; hit rate 1.5% among 330,000;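 active means inhibition above the mean inhibition across the screen plus 3 SD, cut at about 25% in these data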;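 further: inhibitors block binding of the rhodamine activity-based probe so polarization drops; 0% = enzyme with DMSO and 100% = wells lacking pPAFAH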
# LYPLA2 counter = LYPLA2 inhibitors, primary screen, counter-screen for PME1 inhibitor project, biochemical, fluorescence polarization, FP-Rh probe ABPP | recombinant LYPLA2 | inhibition, % at 5.9 µM | hit rate 0.38% among 320,000 | Acyl-protein thioesterase 2 (Homo sapiens), O95372;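 active means inhibition above the screen-wide mean plus 3 SD, limit set per campaign, cut at about 26% in these data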;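 further: 0% = LYPLA2 with DMSO and 100% = wells lacking LYPLA2 enzyme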
# Target sequence (O95372 whole entry, looked up): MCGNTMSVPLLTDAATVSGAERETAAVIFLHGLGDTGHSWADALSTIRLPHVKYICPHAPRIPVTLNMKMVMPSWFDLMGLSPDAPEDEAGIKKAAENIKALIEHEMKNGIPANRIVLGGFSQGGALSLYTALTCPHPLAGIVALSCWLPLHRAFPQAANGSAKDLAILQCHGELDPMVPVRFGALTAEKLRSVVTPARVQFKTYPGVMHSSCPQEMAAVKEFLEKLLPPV
# PAFAH1B3 inh = PAFAH1B3 enzyme inhibitors, primary screen, biochemical, fluorescence polarization, human. Platelet-activating factor acetylhydrolase IB subunit alpha1 (Homo sapiens), Q15102. recombinant PAFAH1B3, FP-rhodamine probe. inhibition, % at 3.39 µM. hit rate 0.28% among 340,000. AID 492972, 2010;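 active means inhibition above the screen-wide average of all tested compounds plus 3 SD, cut at about 25% in these data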;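 further: 0% = enzyme with DMSO only and 100% = wells lacking PAFAH1B3 protein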
# PAFAH1B2 FP inh = PAFAH1B2 enzyme inhibitors, primary screen, biochemical, fluorescence polarization, human. recombinant PAFAH1B2, FP-rhodamine activity probe. AID 492953, 2010. Platelet-activating factor acetylhydrolase IB subunit alpha2 (Homo sapiens), P68402. hit rate 1.2% among 340,000. inhibition, % at 3.39 µM;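 active means inhibition above the mean of all tested compounds plus 3 SD, cut at about 24% in these data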;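 further: 0% = enzyme with DMSO and 100% = wells lacking PAFAH1B2; many of its hits are not listed in these tables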
# Target sequence (P68402 whole entry, looked up): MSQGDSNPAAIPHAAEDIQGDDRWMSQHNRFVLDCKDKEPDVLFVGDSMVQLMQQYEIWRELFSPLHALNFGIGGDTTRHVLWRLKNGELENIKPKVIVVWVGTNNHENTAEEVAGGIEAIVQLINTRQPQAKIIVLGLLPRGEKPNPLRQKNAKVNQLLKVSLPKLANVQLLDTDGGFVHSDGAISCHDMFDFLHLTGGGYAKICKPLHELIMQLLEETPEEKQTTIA
# PME-1 inh = PME-1 inhibitors via competitive probe labeling, primary screen, biochemical, fluorescence polarization, FP-Rh probe, HTS; Protein phosphatase methylesterase 1 (Homo sapiens), Q9Y570; AID 2130, 2009; hit rate 0.53% among 320,000; recombinant PME-1; inhibition, % at 5.9 µM;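 active means inhibition above the campaign mean of all compounds plus 3 SD, cut at about 26% in these data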;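 further: competitive labeling of PME-1 active site by serine hydrolase directed probe; 0% = PME-1 with DMSO and 100% = wells lacking PME-1 enzyme; inhibitors block probe labeling so polarization falls and inhibition rises; many of its hits are not listed in these tables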
# Target sequence (Q9Y570 whole entry, looked up): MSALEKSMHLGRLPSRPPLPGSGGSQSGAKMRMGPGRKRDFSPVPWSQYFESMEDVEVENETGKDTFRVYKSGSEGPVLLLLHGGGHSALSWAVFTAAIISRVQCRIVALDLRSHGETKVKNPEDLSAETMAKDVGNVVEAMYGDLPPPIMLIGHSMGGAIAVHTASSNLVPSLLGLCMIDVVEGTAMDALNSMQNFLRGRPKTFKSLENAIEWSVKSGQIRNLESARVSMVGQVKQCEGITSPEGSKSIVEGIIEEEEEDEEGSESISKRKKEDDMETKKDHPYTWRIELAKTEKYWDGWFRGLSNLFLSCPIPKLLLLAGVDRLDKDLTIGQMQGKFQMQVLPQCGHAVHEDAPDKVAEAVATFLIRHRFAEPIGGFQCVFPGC
# LYPLA1 inh = LYPLA1 inhibitors, primary screen, counter-screen for PME1 inhibitor project, biochemical, fluorescence polarization, FP-Rh probe ABPP | Acyl-protein thioesterase 1 (Homo sapiens), O75608 | recombinant LYPLA1 | inhibition, % at 5.9 µM | hit rate 0.16% among 320,000 | AID 2174, 2009;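 active means inhibition above the mean of all tested compounds plus 3 SD, set per campaign, cut at about 14% in these data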;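 further: inhibitors block serine hydrolase probe labeling of LYPLA1 so polarization falls; 0% = enzyme with DMSO and 100% = wells lacking LYPLA1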
# Target sequence (O75608 whole entry, looked up): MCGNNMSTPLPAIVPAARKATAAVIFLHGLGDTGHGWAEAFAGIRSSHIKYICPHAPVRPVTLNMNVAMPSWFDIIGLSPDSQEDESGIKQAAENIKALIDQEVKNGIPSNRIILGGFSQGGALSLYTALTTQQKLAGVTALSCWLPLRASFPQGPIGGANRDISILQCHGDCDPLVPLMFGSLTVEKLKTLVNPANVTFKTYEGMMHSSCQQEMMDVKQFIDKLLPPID
# The depositor's hits bear a star; nt = not tested or not shown. Only part of the results is shown; count on the stated rates, not on these rows.
SMILES,PAD4 FP inh,PAFAH2 inh,GSTO1 inh,pPAFAH inh,LYPLA2 counter,PAFAH1B3 inh,PAFAH1B2 FP inh,PME-1 inh,LYPLA1 inh
Cc1nc(NC(=O)c2ccc(F)cc2)nc2cc3c(cc12)OCO3,1,2,-5,1,6,6,0,-6,0
O=C(Nc1ccccc1F)C(=O)c1cn(CC(=O)N2CCCCC2)c2ccccc12,-2,-3,-1,0,-2,-4,2,-4,-5
O=C(COC(=O)[C@@H]1CCCN1C(=O)c1cccs1)Nc1cccc(Cl)c1,-2,11,nt,5,nt,-2,-3,nt,nt
COc1ccccc1NC(=O)C(=O)NCC(c1ccco1)N1CCc2ccccc2C1 (stereo not given),-1,-5,3,2,-9,-3,-1,-6,-4
O=C1CCCN1CCCNCC(O)c1ccccc1 (stereo not given),-2,-5,4,1,2,8,9,-2,-2
O=C(Nc1ccc2c(c1)OCO2)N1CCN(c2ncc(C(F)(F)F)cc2Cl)CC1,-12,-4,3,4,4,9,1,3,-3
O=C(c1ccc(F)cc1)N1CCCC(c2nc(-c3cccs3)no2)C1 (stereo not given),3,4,13,0,6,1,2,-3,4
O=C(CSc1nc2ccccc2c(=O)n1CCCN1CCOCC1)Nc1ccc2c(c1)OCO2,4,-6,-2,3,1,-9,-5,1,-1
Cc1ccc(C(C(=O)NCC2CCCO2)N(C(=O)c2snc(C(N)=O)c2N)c2ccc3c(c2)OCCO3)cc1 (stereo not given),2,-4,2,5,-7,2,1,-7,-4
CCOc1ccc(Nc2nc(N)c([N+](=O)[O-])c(N3CCOCC3)n2)cc1,-1,-3,3,4,5,1,4,5,1
O=S(=O)(/N=C(/Nc1cccc2ccccc12)c1ccc(F)cc1)c1ccccc1,-1,5,-6,7,-2,5,6,3,0
O=C(CSc1nnc(-c2ccccc2Cl)n1Cc1ccco1)Nc1ccc2c(c1)OCCO2,-2,5,9,2,1,12,6,1,2
CCOC(=O)N1CCN(C(=O)C2CCCN(S(=O)(=O)c3ccccc3)C2)CC1 (stereo not given),-5,-1,0,4,6,8,-1,6,-2
O=C(c1cc2c(=O)n3ccccc3nc2s1)N1CCN(c2cccc(Cl)c2)CC1,1,25,0,6,16,-2,3,6,1
CSCC(O)Cn1[nH]c(=O)c2cc(Cl)c(Cl)cc2c1=O (stereo not given),1,4,-7,0,-2,1,6,-2,-1
Cc1ccc(NC(=O)c2ccco2)c(NC(=O)c2ccc(Cl)cc2)c1,8,3,3,-6,-2,0,4,-8,-2
CCOc1ccccc1NC(=O)CCS(=O)(=O)c1ccc2c(c1)CC(C)N2C(C)=O (stereo not given),2,3,2,5,3,-1,8,8,-2
Cc1ccc(/C=N/NC(=O)c2nnn(-c3nonc3N)c2CN(C)C)o1,-7,3,7,0,-10,3,1,-5,1
COc1ccccc1N1CCN(C(=O)c2cc3sccc3n2C)CC1,6,13,3,1,4,1,-2,3,-2
COc1ccc(NS(=O)(=O)c2ccc(C)c(C(=O)NCC(c3ccco3)N3CCCCC3)c2)cc1 (stereo not given),-3,-5,5,2,-5,9,0,2,-3
CCN(CC)S(=O)(=O)c1ccc(N(C)Cc2cccnc2)nc1,-2,-8,3,0,9,5,-3,6,4
Cc1cc(/C=C2/NC(=O)N(Cc3ccccc3F)C2=O)c(C)n1C,-3,-3,-2,9,5,0,-3,5,0
CC(C)(C)N(Cc1ccccc1)C(=O)COC(=O)c1ccc(S(=O)(=O)N2CCOCC2)cc1,-1,3,nt,7,nt,-1,8,nt,nt
CCCS(=O)(=O)n1nc(-c2ccc(OC)cc2)cc1N,4,6,-2,5,-1,4,0,2,1
O=C(N/C=C/n1cnc2cc(C(F)(F)F)ccc21)c1ccccc1F,-1,-3,8,3,-3,4,5,0,-2
O=C(Cn1cccc1)Nc1ccc(F)cc1F,1,-1,7,-1,9,2,2,3,-2
COc1ccc(C2(CNC(=O)Cc3ccc(OC)c(OC)c3)CCCC2)cc1,4,0,4,-5,-11,9,0,-9,3
CC1Cc2ccccc2N1C(=O)c1cccnc1 (stereo not given),0,-6,4,4,3,10,-1,2,-2
O=C1CN(C(=O)COC(=O)C2CCN(S(=O)(=O)c3ccccc3C(F)(F)F)CC2)c2ccccc2N1,-2,1,1,3,13,-4,4,7,-3
CC1CCCCC1NC(=O)c1cc2c(=O)n3ccccc3nc2n1C (stereo not given),-1,19,-1,10,-3,6,5,-8,-3
CC1CCCCC1NC(=O)COC(=O)Cc1ccc(Cl)cc1 (stereo not given),-4,9,nt,35*,-9,-8,10,-5,0
S=C1NC(c2ccccc2)=NCN1c1ccccc1,4,3,-1,-1,7,21,8,2,-1
CCCCNC(=O)c1onc(CSc2cccc(OCC)c2)c1C(=O)O,6,6,-53,-2,-6,3,9,4,-5
CCOc1ccc(Nc2ncnc3c2cnn3-c2ccccc2)cc1,-1,0,-7,0,0,0,-3,8,-2
Cc1ccc(CN2CCC(Oc3ccc(C(=O)NCc4ccccn4)cc3)CC2)o1,-1,6,5,6,0,4,-2,4,2
O=c1c2c(n3nnnc3n1Cc1ccccc1)-c1ccccc1CC21CCCC1,0,-4,-4,-4,1,7,6,-4,1
CC(=O)/C(N=Nc1ccc(C(=O)O)cc1[N+](=O)[O-])=C(\C)O,-2,4,15,7,-4,6,-3,0,0
CC(=O)N1CCc2ccc(S(=O)(=O)N3CC(C)OC(C)C3)cc21 (stereo not given),2,-4,1,1,-3,12,6,-5,-3
CC(=O)N1c2ccc(S(=O)(=O)N3CCCCC3)cc2CC1C(=O)Nc1ccc(C)cc1 (stereo not given),7,2,-5,5,-3,7,5,-4,-4
CCOC(=O)c1nn(-c2ccc(Cl)cc2)c(C)cc1=O,-1,-2,2,7,4,0,-1,2,0
Cc1ccc(C(=O)N(c2ccccn2)C(C)c2ccco2)cc1 (stereo not given),-2,2,-1,2,-6,6,3,-2,-4
COc1cc(/C=C/c2ccc3cccc(O)c3n2)cc(Cl)c1OC,0,0,5,-1,-19,8,6,2,-13
O=C(C1CCC1)N1CCN(S(=O)(=O)c2ccccc2)CC1,-2,0,4,0,-2,10,-5,5,1
CC(Sc1nccn1C)C(=O)c1ccc(Br)cc1 (stereo not given),-3,-3,3,2,-8,-2,8,-5,-2
COc1ccc(OC)c(N(CC(=O)N2CCCC2)S(=O)(=O)c2ccc(OC)c(OC)c2)c1,-1,-1,1,0,6,5,-10,10,4
CCCN1CCN(C(=O)Cn2ncc3c([nH]c4ccc(C)cc43)c2=O)CC1,2,-3,5,1,-5,0,-7,5,1
CCS(=O)(=O)N1CCC(C(=O)Nc2ccccc2OC)CC1,0,-5,3,7,3,8,5,-6,-1
CCOc1ccc(C2NC(=O)NC(C)=C2[N+](=O)[O-])cc1OC (stereo not given),-8,-1,-6,-7,2,8,3,-11,-1
CCOC(=O)C(C)Sc1nc2c(cnn2-c2ccc(F)cc2)c(=O)[nH]1 (stereo not given),-2,1,-2,1,-1,2,7,-6,-3
CCN(CC)CCCN1C(=O)C2C(C(=O)Nc3ccc(C(C)C)cc3)C3C=CC2(O3)C1C(=O)NC1CCCCC1 (stereo not given),3,4,-1,4,3,-1,3,-6,0
# (next part)
SMILES,PAD4 FP inh,PAFAH2 inh,GSTO1 inh,pPAFAH inh,LYPLA2 counter,PAFAH1B3 inh,PAFAH1B2 FP inh,PME-1 inh,LYPLA1 inh
Cc1ccc(-n2c(Cc3cccs3)nnc2SCC(=O)OC(C)C)cc1,0,2,5,34*,-1,5,7,2,3
CN(C)c1ccc(/C=C/c2nc3ccccc3c(=O)[nH]2)cc1,-1,-4,-9,6,2,5,1,7,1
COc1ccc(CNC(=O)CCc2nc(-c3ccccc3F)no2)c(OC)c1,-2,1,2,2,-1,4,4,-6,-1
Cc1ccccc1OCCC(=O)Nc1ccc(S(=O)(=O)N(C)C2CCN(C)CC2)cc1,-1,0,1,5,-2,0,4,-8,-3
CCCCCCN1C=CC=C/C1=C\C=C(C#N)C#N,-5,nt,-15,10,1,nt,nt,5,4
O=C(N/N=C\c1ccc2c(c1)OCO2)c1cncc(Br)c1,-4,1,-2,-6,-2,4,6,-10,2
CCC(=O)c1ccc(N2CCN(C(=O)Cc3ccccc3)CC2)c(F)c1,-4,-8,3,4,4,5,-8,4,0
COc1cccc(CC2(CO)CCCN(C(=O)c3cc[n+]([O-])cc3)C2)c1 (stereo not given),4,-2,-1,3,2,5,12,-2,2
Cc1ccc(C)c(NC(=S)N2CCCCC2CO)c1 (stereo not given),-3,6,5,-1,2,8,3,-5,-2
O=C(NC(=S)NN1CCOCC1)c1cc(Br)ccc1Cl,-5,0,nt,1,nt,12,6,nt,nt
Cc1nn(-c2ccccn2)c2c1-c1nc(N)ncc1CC2,-6,0,3,6,3,8,2,-7,-1
CN(C)S(=O)(=O)c1ccc(Cl)c(NC(=O)COC(=O)CN2C(=O)C3CCCCC3C2=O)c1 (stereo not given),-1,-6,-5,6,-1,2,1,1,0
O=C(C[C@H]1C/C=C\C[C@H](NC(=O)OCC2c3ccccc3-c3ccccc32)C(=O)O[C@@H](c2ccccc2)CNC1=O)NCCO,-2,9,nt,1,nt,3,5,nt,nt
COc1ccc(N(CC(=O)NCCSCc2cccc(Cl)c2)S(C)(=O)=O)cc1Cl,0,6,4,10,-3,5,7,3,1
CCN(CC)S(=O)(=O)c1cc(NC(=S)NC(=O)C2CCCC2)ccc1C,-3,2,nt,5,nt,-3,-4,nt,nt
COc1ccc(S(=O)Cc2ccc(C(=O)NCc3cccc(OC)c3)o2)cc1 (stereo not given),-1,-3,2,-1,9,6,2,5,5
COc1ccc(/C=N\NC(=O)c2ccccc2F)cc1COc1ccc(F)cc1,-4,-5,-6,-2,7,-3,-1,-5,2
CCCOC(=O)c1[nH]c2c(c1C)C(=O)CC(c1ccc(OC)c(OC)c1)C2 (stereo not given),2,-12,-5,1,-6,0,-8,-3,0
O=C(NC(=S)Nc1ccc2cn[nH]c2c1)c1ccccc1,-7,-2,4,0,1,6,-3,11,-4
CN(Cc1ccc(Cl)cc1)C(=O)c1ccc2ccccc2n1,-1,5,2,11,-4,1,6,0,-5
COc1ccc(CNC(=O)c2ccc(NS(=O)(=O)c3ccc4[nH]c(=O)[nH]c4c3)cc2)cc1OC,-2,0,nt,-7,-6,10,1,-6,-3
CCC(Sc1nc2ccncc2[nH]1)C(=O)Nc1cc(Cl)ccc1C (stereo not given),4,2,-6,-3,-9,1,-5,4,-2
COc1cc(/C=N/NC(=O)c2cccs2)ccc1OCc1ccccc1,-2,-4,-11,5,-3,4,-2,-4,-8
COC(=O)Cn1ncn2c(cc3oc(C)cc32)c1=O,-4,-5,3,0,1,-6,4,-11,2
